# Source: PubChem
# SNCA viab count: cell viability loss counter-screen; HEK-293-SNCA-luc viability, GF-AFC fluorescence, 24 h; Potency, µM (titrated, usually from 57.1 µM), inactives show at the highest dose activity change, negative = cytotoxicity, usual class: cytotoxic; hit rate 0.12% among 150,000; AID 1671193;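 note: potency is the fitted concentration of half-maximal effect; 0% = DMSO-treated cells and -100% = medium-only wells without cells; nearly all actives have a fitted effect of over 30% in size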
#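 Cytotoxicity counterscreen: after 24 h compound treatment of genome-edited SNCA-luciferase HEK-293 cells, live-cell protease substrate GF-AFC read by fluorescence after 30 min; activity scaled between DMSO (0%) and medium-only (-100%), curves Hill-fitted.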
# NIH3T3 tox: kills NIH 3T3 cells | NIH 3T3 viability, CellTiter-Glo ATP luminescence, 48-72 h | Potency, µM (top dose mostly 96.7 µM), without a hit: at the highest dose activity change, negative = cytotoxicity, usual class: inhibitors | hit rate 4.3% among 94,000 | AID 1345082; note: potency is the fitted concentration of half-maximal effect; nearly all actives have a fitted effect of over 55% in size
#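 Luminescent ATP readout (CellTiter-Glo, 10 min RT) after 48 or 72 hr compound exposure of NIH 3T3 cells seeded at 400 cells/well in 1536-well format; quantitative HTS.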
# GPT2 inh: inhibitors of human GPT2 alanine aminotransferase; Recombinant GPT2, coupled pyruvate oxidase/HRP Amplex Red fluorescence; AID 1671188; hit rate 0.25% among 100,000; Potency, µM (series often up to 57.7 µM), without a hit: at the highest dose activity change, negative = inhibition, most hits filed as inhibitors; Q8TD30; note: potency is the fitted concentration of half-maximal effect; nearly all actives have a fitted effect of over 60% in size; many of its hits are not listed in these tables
# Target sequence (Q8TD30 whole entry, looked up): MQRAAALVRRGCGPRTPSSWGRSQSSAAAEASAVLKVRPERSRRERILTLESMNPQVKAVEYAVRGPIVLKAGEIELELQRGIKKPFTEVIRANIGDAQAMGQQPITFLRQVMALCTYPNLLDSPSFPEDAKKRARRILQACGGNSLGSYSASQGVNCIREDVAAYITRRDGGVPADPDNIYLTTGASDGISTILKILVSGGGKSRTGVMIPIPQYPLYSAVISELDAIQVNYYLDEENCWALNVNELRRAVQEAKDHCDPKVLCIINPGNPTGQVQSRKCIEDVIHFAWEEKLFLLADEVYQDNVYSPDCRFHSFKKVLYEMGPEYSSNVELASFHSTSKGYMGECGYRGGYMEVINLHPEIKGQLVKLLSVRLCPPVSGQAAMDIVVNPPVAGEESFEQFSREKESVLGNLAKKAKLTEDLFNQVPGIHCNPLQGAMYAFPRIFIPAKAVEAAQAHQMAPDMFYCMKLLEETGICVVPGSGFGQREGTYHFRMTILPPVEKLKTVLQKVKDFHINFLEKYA
#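 Inhibition is scored from Amplex Red fluorescence generated when pyruvate oxidase and HRP act on pyruvate released by GPT2. Reactions contain 10ng/uL enzyme, 250uM a-KG and 2mM L-alanine and run 30 min at room temperature.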
# HEK293 tox: kills HEK 293 cells. HEK 293 viability, ATP luminescence (CellTiter-Glo), 48-72 h. Potency, µM (highest dose often 115 µM), for inactives: top-dose activity change, negative = cytotoxicity, usual class: inhibitors. hit rate 6.6% among 94,000. AID 1345083; note: potency is the fitted concentration of half-maximal effect; nearly all actives have a fitted effect of over 60% in size
#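 CellTiter-Glo luminescence (cellular ATP) was read after 48 or 72 hr of compound exposure at 37 degree Celsius. Cells were HEK 293 plated at 250 cells/well.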
# SNCA expr inh: reduces expression of the alpha-synuclein gene; HEK-293 SNCA-luciferase knock-in, luminescence, 24 h; Potency, µM (series often up to 57.2 µM), for the others: at the top dose activity change, negative = inhibition, actives largely listed as inhibitors; hit rate 0.17% among 140,000;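 note: potency is the fitted concentration of half-maximal effect; plate controls were DMSO cells for no effect and cell-free wells for full effect; nearly all actives have a fitted effect of over 45% in size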
# IP6K1 inhibitor: inhibitors of human IP6K1; AID 1645851; IP6K1 kinase, ADP-Glo luminescence, 2 h; hits give low values; hit rate 0.81% among 140,000; Q92551; activity change, % (series mostly up to about 58 µM); in the data active = activity change below about -25%
#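 ADP-Glo luminescence measures ADP made by human IP6K1 during a 2 h RT reaction with ATP/IP6 (mix at 1.3 mM/130 uM); top library doses 57.5 and 19.1 uM final.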
# Luciferase inh: inhibitors of firefly (Photinus pyralis) luciferase; P08659; hit rate 2.5% among 76,000; AID 1347043; purified P. pyralis luciferase, luminescence, biochemical; Potency, µM (titrated, usually from 115 µM), for inactives: top-dose activity change, negative = inhibition, most hits filed as inhibitors; note: potency is the fitted concentration of half-maximal effect; nearly all actives have a fitted effect of over 65% in size
# Target sequence (P08659 whole entry, looked up): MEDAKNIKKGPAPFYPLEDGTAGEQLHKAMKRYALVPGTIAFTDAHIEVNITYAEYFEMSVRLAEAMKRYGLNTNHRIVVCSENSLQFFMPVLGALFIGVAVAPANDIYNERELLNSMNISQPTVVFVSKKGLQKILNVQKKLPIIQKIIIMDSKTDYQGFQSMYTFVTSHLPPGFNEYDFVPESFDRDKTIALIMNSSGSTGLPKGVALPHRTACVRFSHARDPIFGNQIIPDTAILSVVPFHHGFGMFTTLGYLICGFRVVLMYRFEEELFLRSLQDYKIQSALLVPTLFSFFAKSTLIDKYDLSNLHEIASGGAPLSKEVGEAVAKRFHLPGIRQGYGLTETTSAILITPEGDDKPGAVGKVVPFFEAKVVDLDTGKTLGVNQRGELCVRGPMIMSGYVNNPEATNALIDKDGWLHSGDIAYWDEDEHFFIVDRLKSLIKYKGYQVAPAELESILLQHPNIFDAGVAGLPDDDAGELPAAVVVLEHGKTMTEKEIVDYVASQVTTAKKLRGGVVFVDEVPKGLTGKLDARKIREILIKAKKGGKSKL
#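 Purified P. pyralis luciferase (10nM final) in 50mM Tris acetate pH 7.5, 10mM Mg acetate, 0.01% Tween-20, 0.05% BSA with 10uM D-luciferin and 10uM ATP. Compounds titrated qHTS. Luminescence imaged on CCD.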
# Active calls of the source: *; i = inactive; ? = inconclusive; · = no result given; [ ] = another dose, or the depositor's remark. Unless noted, calls come from the whole dose curve; as a rule, active = well fitted curve in the direction sought with a large enough effect; inconclusive = small, poorly fitted or top-dose-only effect, or another doubt; inactive = no such curve, though single readings can be large; an effect the other way counts as inactive or inconclusive. Unless noted, % is set by controls: 0 for no effect and ±100 for the full control effect.
# The first 2 entries, ahead of the listing:
mol	SNCA viab count	NIH3T3 tox	GPT2 inh	HEK293 tox	SNCA expr inh	IP6K1 inhibitor	Luciferase inh
CC(C)N1C[C@H](O)C[C@H]1c1nnc2n1CCN(C(=O)CC1CCCCC1)C2	-3.4%[12.5 µM]	-11.9%	i	-7.4%	-5.9%	14.3	7.8%
C[C@@H](O[C@H]1OCCN(Cc2n[nH]c(=O)[nH]2)[C@H]1c1ccc(F)cc1)c1cc(C(F)(F)F)cc(C(F)(F)F)c1	8.0%[23.9 µM]	·	-1.6%	·	23.9%[25.6 µM]	4.5	·

# Results, previewed entries included:
mol	SNCA viab count	NIH3T3 tox	GPT2 inh	HEK293 tox	SNCA expr inh	IP6K1 inhibitor	Luciferase inh
CC(C)N1C[C@H](O)C[C@H]1c1nnc2n1CCN(C(=O)CC1CCCCC1)C2	-3.4%[12.5 µM]	-11.9%	i	-7.4%	-5.9%	14.3	7.8%
C[C@@H](O[C@H]1OCCN(Cc2n[nH]c(=O)[nH]2)[C@H]1c1ccc(F)cc1)c1cc(C(F)(F)F)cc(C(F)(F)F)c1	8.0%[23.9 µM]	·	-1.6%	·	23.9%[25.6 µM]	4.5	·
CCOc1ccc(NC(=O)Nc2c(C)n(C)n(-c3ccccc3)c2=O)cc1	-0.5%	·	·	·	-7.1%	7.7	·
Cc1ccc(CN(C)CC(=O)N2CC[C@@](C)(O)[C@@H](O)C2)cc1	-5.6%	i	i	i	-12.2%	10.9	-3.5%
O=C(Nc1ccc(Cl)cc1)c1nc2c(o1)CCN(Cc1cccc(F)c1)CC2	-16.8%[87.6 µM]	?	-3.9%[88.5 µM]	?	-9.9%[87.6 µM]	-16.9	2.7%[172 µM]
COc1ccc(NC(=O)Cn2c(=O)n(Cc3nc(-c4ccccc4)no3)c(=O)c3cc4c(cc32)OCO4)c(OC)c1	0.7%	·	·	·	25.1%	-0.4	·
CN(C(=O)c1ccc2ccccc2n1)C1CCc2nn(CC3CC3)c(=O)n2CC1 (stereo not given)	-16.4%	-1.7%	i	4.3%	-9.7%	-9.2	-18.6%
Cc1nc(-c2ccccc2)n(Cc2ccc(F)cc2F)c(=O)c1CCO	4.8%	?	-4.7%	?	-4.5%	-0.9	-3.4%
CC(=O)NCCNC[C@@H]1C=C(C)[C@H](Cc2nnc(-c3cncn3C)o2)C[C@H]1C(C)C	-21.9%[87.6 µM]	-8.8%[174 µM]	-29.5%[88.5 µM]	-15.4%[172 µM]	-13.0%[87.6 µM]	7.8	8.5%[172 µM]
Cc1ccc(NS(=O)(=O)c2ccc3oc(=O)c4ncn(C)c4c3c2)cc1C	0.6%	·	·	·	6.7%	-7.9	·
Cc1cccc(C(=O)N2CCC(Oc3ccccc3F)(C(=O)O)CC2)c1	-2.4%	-0.5%	i	i	-25.3%	11.1	-12.0%
COc1ccc(S(=O)(=O)N2CCC3(CCCNC3)C2)c(OC)c1 (stereo not given)	4.0%	-23.9%	i	0.9%	-4.4%	0.1	-1.6%
Oc1c(C(Nc2ccccn2)c2ccccc2F)ccc2cccnc12 (stereo not given)	-6.2%	·	·	·	?	24.0	·
O=C(Cc1c[nH]c2ccccc12)N1CCc2c(nc(-c3ccc(F)cc3)[nH]c2=O)C1	1.3%	?	-2.1%	?	?	57.1	-0.9%
Fc1ccc(-c2cnc([C@@H]3COCCN3C3CCC3)[nH]2)cc1	-4.4%[87.6 µM]	-5.4%[174 µM]	-2.6%[88.5 µM]	?	-16.3%[87.6 µM]	2.5	3.5%[172 µM]
CC(C)CCC(=O)NC1CCN(c2cnn(C)c(=O)c2)CC1	-1.7%	2.7%	3.4%	i	-7.8%	9.1	1.9%
COc1cccc(CNC(=O)C2CCCN(c3cnn(Cc4ccccc4)c(=O)c3)C2)c1 (stereo not given)	-21.8%	?	i	-12.8%	0.8%	16.6	-10.3%
O=C(c1cccs1)N1CCC(N2CC(OCC3CC3)C23CCCCC3)CC1 (stereo not given)	2.9%	-23.9%	i	-26.1%	-3.8%	5.0	1.8%
C[S+](=O)([O-])N1Cc2ccccc2CC2(CCN(CC3CCCCC3)CC2)C1	-3.0%	2.3%	i	-24.7%	3.8%	-4.0	·
C#CCN(C)CC1=Cc2ccccc2Oc2ccccc21	-12.4%	·	i	·	?	·	·
COc1cc(Cl)c(C)cc1NC(=O)CSc1nc2c(c(=O)[nH]1)CCC2	4.1%	·	·	·	25.4%	0.0	·
CCOC(=O)C(CC)Sc1ncnc2c1c(-c1ccccc1)cn2-c1ccc(OC)cc1 (stereo not given)	-3.5%	·	·	·	-19.6%	4.4	·
O=C(Cn1c(=O)n(-c2ccccc2Cl)c(=O)c2sc3ccccc3c21)NC1CCCCC1	?	·	·	·	-1.5%	0.4	·
COc1cccc(CN2C(=O)CCCCC2C(=O)N2CCN(c3ccccn3)CC2)c1 (stereo not given)	-19.6%	-18.4%	i	-12.5%	-12.8%	-10.4	·
O=c1[nH]nc2n1CCC(NS(=O)(=O)Cc1cccc(F)c1)CC2 (stereo not given)	13.7%	-4.6%	1.5%	-16.8%	-6.2%	-14.5	-2.0%
CCNC1(C(N)=O)CCN(c2ncnc3c2nc(-c2ccccc2Cl)n3-c2ccc(Cl)cc2)CC1	-12.1%	·	-4.9%	·	·	-15.7	·
O=c1[nH]c(C2CCN([S+](=O)([O-])c3cccs3)CC2)nn1-c1ccccn1	2.8%	-7.7%	-3.1%	-6.8%	1.2%	6.2	·
COc1ccc(CC(=O)Nc2cc(-c3cn4cccnc4n3)ccc2OC)cc1	-19.6%	·	·	·	-8.0%	4.5	·
CNC(=O)C(C)(C)N1CCC[C@H]1C(=O)NC1CCCCC1	0.9%[87.6 µM]	-13.2%[174 µM]	i	-3.3%[172 µM]	-0.5%[87.6 µM]	-7.1	-2.9%[172 µM]
CC(C)c1ccc(NC(=O)c2ccc(F)c(S(=O)(=O)N3CCc4ccccc4C3)c2)cc1	2.1%	·	·	·	10.0%	10.2	·
COc1cccc(NC(=O)C2CCN(c3ccc(Sc4ccc(C)cc4)nn3)CC2)c1	3.7%	·	·	·	4.9%	-4.9	·
CO[C@@H]1C(N(C)C(=O)c2ccccc2)C[C@H]2O[C@]1(C)n1c3ccccc3c3c4c(c5c6ccccc6n2c5c31)C(=O)NC4=O (stereo not given in full)	19.6%	·	3.9%	·	-5.4%	·	·
O=C1NC2(Cc3ccccc31)CN(Cc1ccc(F)cc1)C2	2.1%[87.6 µM]	?	i	?	-2.4%[87.6 µM]	1.2	·
COc1ccc(NC(=O)N2CCC(N3CC4CC(C3)[C@H]3CCCC(=O)N3C4)CC2)cc1OC (stereo not given in full)	-9.0%	-3.8%	?	-2.3%	-3.9%	7.2	-13.8%
COc1cc(OC)cc(-c2nc3nc(C)c(CCC(=O)Nc4ccc(Cl)cc4)c(C)n3n2)c1	8.3%	·	·	·	5.5%	26.4	·
O=C1CC[C@H](C(=O)N2CCCCC2)N1	-3.8%	·	-4.9%	·	8.2%[25.6 µM]	-7.2	·
CO[C@@]12CC3[C@@H]([C@@H](O)[C@@H](OC(C)=O)C4[C@](C)(COC(C)=O)CCC[C@]34C)[C@@H](C)C1=CC(=O)O2 (stereo not given in full)	3.6%[23.9 µM]	·	-2.4%[27.3 µM]	·	·	18.4	·
O=C(Nc1ccc(Br)cc1)c1cc(S(=O)(=O)NC2CCCC2)ccc1F	-3.0%	·	·	·	6.7%	-35.0*	·
CCOc1ccc(S(=O)(=O)N2CCN(c3ccc(C)cc3C)CC2)c2ccccc12	12.9%	·	·	·	-4.7%	7.0	·
CCC(Oc1ccc(F)cc1)C(=O)Nc1nc2c(s1)CCCC2 (stereo not given)	-21.4%	·	·	·	-10.8%	-1.2	·
COc1ccccc1NC(=O)C(=O)NCCc1csc(-c2cccc(F)c2)n1	6.0%	·	·	·	-11.9%	-13.7	·
NC(=O)c1cnc2n1CCN(C(=O)CCNC(=O)c1ccc(F)cc1)C2	?	i	-7.8%	3.0%	?	3.9	1.2%
O=C(C1CC1)N1CCC2(CC1)C(=O)NCN2Cc1ccc(Cl)cc1	-2.2%	-23.5%	-9.5%	-22.5%	15.8%	1.1	-1.2%
CN1C(=O)CC(C(=O)O)C12CCN(Cc1ccc3c(c1)OCCO3)CC2 (stereo not given)	5.4%	-5.2%	1.5%[11.5 µM]	-7.2%	8.6%	-7.8	5.8%
CCNC(=O)C1C(c2ccc(NC(=O)c3cccc(Cl)c3)cc2)OC(=O)N1Cc1ccc(C)cc1 (stereo not given)	2.7%	?	-13.0%	?	9.5%	-0.6	-9.3%
COc1cc2c(cc1CN1CCCC(O)(CN(C)C)C1)OCCCO2 (stereo not given)	-4.0%	-12.1%	0.7%	-7.7%	6.9%	-6.7	-3.1%
CC(=O)Nc1ccc(CNC2(Cc3cc(CN(C)C)on3)COC2)cc1	3.6%[87.6 µM]	-9.2%[138 µM]	3.3%[88.5 µM]	-11.3%[172 µM]	-5.0%[87.6 µM]	2.9	-15.3%[172 µM]
CC(=O)Nc1ccc(C(=O)NC2CCN(CCn3nc4n(c3=O)CCCC4)C2)cc1 (stereo not given)	·	i	·	i	·	1.5	·
COC[C@@H]1CN(C(=O)Cc2cccc(OC)c2)C[C@H]1c1ccccn1	4.8%	-18.9%	3.6%	?	14.1%	7.9	0.2%
CN(C)[C@@H]1C[C@H](Cn2cc(C3CC3)nn2)[C@@H](O)[C@H]1O	-0.4%[87.6 µM]	4.7%[138 µM]	-16.3%[88.5 µM]	i	-25.5%[87.6 µM]	10.6	-6.1%[172 µM]

# Remaining list, next part.
mol	SNCA viab count	NIH3T3 tox	GPT2 inh	HEK293 tox	SNCA expr inh	IP6K1 inhibitor	Luciferase inh
O=C1NCCCN1C1CCN(Cc2ccccn2)CC1	10.3%[87.6 µM]	-8.0%[138 µM]	?	1.7%[172 µM]	11.2%[87.6 µM]	17.6	-6.7%[172 µM]
COc1ccc2[nH]c(C(=O)N[C@@H]3CN(S(C)(=O)=O)C[C@H]3CN(C)C)cc2c1	-7.9%	-16.2%	4.4%	3.8%	-2.9%	10.7	-2.7%
COc1ccccc1-c1cccc(C(=O)N2CCC[C@H]2C(=O)NCC2CCCCCC2)c1	5.2%[12.5 µM]	?	?	?	-27.3%	-6.6	·
N#Cc1cccc(-c2cn3cc(C(=O)NCc4cccc(Cl)c4)nc3s2)c1	-8.8%	-15.6%	-3.1%	?	-25.1%	9.2	·
CCc1nc2nc(C)cc(Nc3cc(C)ccc3C)n2n1	-5.1%	·	·	·	-27.4%	-11.0	·
CCOC(=O)c1ccccc1NC(=O)CSc1cn(CC(=O)N2CCOCC2)c2ccccc12	3.2%	·	·	·	1.6%	-20.4	·
Cc1ccc(CN2C(=O)C(O)(c3c[nH]c4ccccc34)c3cc(Cl)ccc32)cc1 (stereo not given)	?	·	·	·	?	-4.5	·
O=C(Cn1nc2c(cc1=O)CCCC2)Nc1cccc(-c2ncn[nH]2)c1	?	-25.1%	i	-4.3%	-16.5%	11.8	-3.7%

# Only part of the results is shown. The share of hits here may be higher or lower than overall.
